High-throughput results: PubChem, several laboratories
Hck-Nef inh: human Hck-Nef kinase inhibition; Recombinant Hck-YEEI plus Nef, Z-Lyte FRET kinase assay; inhibition, % at 20 µM; 220,000 tested, 0.68% active;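 active = Hck-Nef kinase inhibition above about 50%, limit read from the data; inactive = inhibition below that limit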;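 also: 0% = DMSO with Hck plus Nef and 100% = Hck alone without Nef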
FXIa inh 1536: factor XIa (human) inhibition; inhibition, % at 5 µM; purified FXIa, Boc-Glu-Ala-Arg-AMC fluorogenic substrate; 220,000 tested, 0.14% active; AID 798;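 active = inhibition of at least 40%; inactive = inhibition below 40%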;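 also: fluorescence of freed AMC excited at 355 nm; 0% = enzyme without compound and 100% = no enzyme blank; many of its hits are not listed in these tables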
FXIIa inh 1536: inhibitors of human coagulation factor XIIa | purified FXIIa, Boc-QGR-AMC fluorogenic substrate, 2 h | AID 800 | 220,000 tested, 0.3% active | inhibition, % at 5 µM; in the data active = inhibition above about 40%;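 also: 0% = enzyme with no compound and 100% = blank without enzyme; many of its hits are not listed in these tables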
Target sequence (P00748 20-372 limits assumed): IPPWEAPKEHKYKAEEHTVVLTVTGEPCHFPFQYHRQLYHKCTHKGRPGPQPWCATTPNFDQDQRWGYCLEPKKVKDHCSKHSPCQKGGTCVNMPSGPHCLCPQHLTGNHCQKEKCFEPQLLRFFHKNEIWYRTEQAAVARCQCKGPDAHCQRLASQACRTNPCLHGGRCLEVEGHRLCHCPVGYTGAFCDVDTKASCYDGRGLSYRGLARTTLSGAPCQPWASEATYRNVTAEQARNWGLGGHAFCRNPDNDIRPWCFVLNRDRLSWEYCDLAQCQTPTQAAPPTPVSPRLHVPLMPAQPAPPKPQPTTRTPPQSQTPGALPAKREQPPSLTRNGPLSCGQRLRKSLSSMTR
Target sequence (P00748 373-615 limits assumed): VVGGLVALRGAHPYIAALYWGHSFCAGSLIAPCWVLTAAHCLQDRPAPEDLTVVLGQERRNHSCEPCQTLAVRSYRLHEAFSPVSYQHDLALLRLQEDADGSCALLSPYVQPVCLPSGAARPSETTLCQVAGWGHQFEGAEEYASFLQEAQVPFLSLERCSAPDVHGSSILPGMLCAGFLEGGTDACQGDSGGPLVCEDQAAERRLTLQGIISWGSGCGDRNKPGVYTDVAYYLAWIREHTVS
Runt-SMMHC FRET: Runt domain-CBFb-SMMHC interaction inhibition; Q01196+Q13951; Cerulean-Runt/Venus-CBFb-SMMHC FRET ratio 530/480, 1 h; inhibition, % at 20 µM; 220,000 tested, 0.74% active; AID 1434;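 active = mean inhibition across duplicate retests at 20 µM reaching about 50%, limit read from the data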;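 also: 0% = DMSO wells and 100% = wells with excess untagged CBFb-SMMHC; inhibitors lower the FRET ratio by blocking Runt binding to CBFb-SMMHC; some results filed as inactive read as strong as hits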
14-3-3 Bad PPI: disrupts binding of bovine 14-3-3 zeta to phospho-Bad peptide; P63103; TR-FRET 14-3-3zeta/Dy647-pBad peptide displacement, 1 h; inhibition, % at 21.7 µM; 220,000 tested, 0.71% active; AID 781;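 active = inhibition above about 70%, limit read from the data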;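 also: 0% = full 14-3-3 plus peptide FRET controls and 100% = background without 14-3-3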
Target sequence (P63103 whole entry, looked up): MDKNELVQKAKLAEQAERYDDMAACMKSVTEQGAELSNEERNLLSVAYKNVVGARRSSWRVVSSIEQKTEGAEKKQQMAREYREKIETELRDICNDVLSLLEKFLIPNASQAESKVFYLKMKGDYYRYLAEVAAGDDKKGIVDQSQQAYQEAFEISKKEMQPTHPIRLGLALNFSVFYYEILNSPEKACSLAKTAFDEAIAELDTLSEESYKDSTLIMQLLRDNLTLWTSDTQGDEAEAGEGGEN
Thrombin inh: inhibitors of human thrombin | inhibition, % at 5 µM | alpha-thrombin, Boc-VPR-AMC fluorogenic substrate cleavage | P00734 | 220,000 tested, 0.26% active;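 active = inhibition at or above 40%; inactive = inhibition below 40%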;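 also: 0% = enzyme with no compound and 100% = wells without enzyme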
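System – human alpha-thrombin protein · Reagent – Boc-VPR-AMC substrate, 15 µM final · Compound – 5 µM single dose in 0.2% DMSO · Schedule – reaction at room temperature · Technique – AMC fluorescence at 355 nm excitation and 460 nm emission · Read-out basis – % inhibition relative to enzyme controls and enzyme-free blanks · Control set – no-compound enzyme wells and no-enzyme blanks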
Wee1 stabilizer: inhibitors of human Wee1 degradation; P30291; HeLa Luc-Wee1K328M stability, luciferase luminescence; 100% = proteasome inhibitor MG132 effect; reporter increase, % at 5 µM; 220,000 tested, 1.2% active; AID 1321;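 active = activation above the mean of all tested compounds plus 3 SD, set per screening run, cut at about 8.8% in these data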;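 also: cells exposed to compound for 20 h before luminescence read; 0% = DMSO alone and 100% = MG132 at 30 µM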
hK5 inh: kallikrein 5 (human) inhibition; Q9Y337; inhibition, % at 5 µM; 210,000 tested, 0.59% active; recombinant hK5, fluorogenic AMC substrate cleavage; AID 873;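 active = inhibition of 40% or more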;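 also: 0% = enzyme controls without compound and 100% = no-enzyme blanks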
Target sequence (Q9Y337 67-293 limits assumed): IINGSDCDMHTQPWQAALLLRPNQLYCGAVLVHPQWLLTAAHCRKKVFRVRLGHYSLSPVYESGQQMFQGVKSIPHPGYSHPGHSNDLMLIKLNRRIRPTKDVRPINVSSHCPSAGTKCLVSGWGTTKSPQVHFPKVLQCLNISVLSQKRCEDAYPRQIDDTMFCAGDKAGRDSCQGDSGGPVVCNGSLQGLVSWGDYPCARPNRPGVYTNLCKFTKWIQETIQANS
Runt-CBFb FRET: inhibitors of human RUNX1 Runt domain binding to CBFb; Cerulean-Runt/Venus-CBFb FRET ratio 530/480, 1 h; 220,000 tested, 0.46% active; inhibition, % at 20 µM;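 active = inhibition over about 50% at 20 µM in the single-dose screen, limit read from the data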;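 also: 0% = DMSO wells and 100% = excess unlabeled CBFb competitor control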
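Measured by: fluorescence energy transfer, 422 nm excitation, 530/480 nm emission; Assay system: Cerulean-Runt domain; Medium: Tris pH 7.5 buffer with BSA; Measure: loss of energy transfer signal; Controls: 5 µM unlabeled CBFb as full-inhibition high control; Incubation: protein complex preformed 1 h, compound exposure 1 h, room temperature, dark.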
An asterisk follows results filed as active; x = not tested or not shown; [ ] = another dose, or the depositor's remark. This is a random part of the collection; about 4.2% have a hit in one of these screens.

A first look (2 entries):
SMILES	Hck-Nef inh	FXIa inh 1536	FXIIa inh 1536	Runt-SMMHC FRET	14-3-3 Bad PPI	Thrombin inh	Wee1 stabilizer	hK5 inh	Runt-CBFb FRET
COc1ccc(CCN2C(=O)CC(NCc3ccc4c(c3)OCO4)C2=O)cc1OC (stereo not given)	0.0	5.3	11.4	0.7	-1.5	5.0	-0.5	1.7	-1.0
C=C(C)COc1ccc2c3c(c(=O)oc2c1OCC(=C)C)CCC3	0.9	0.2	8.2	-3.9	-12.9	-4.8	4.0	-9.3	-3.3

The list itself (from the top)
SMILES	Hck-Nef inh	FXIa inh 1536	FXIIa inh 1536	Runt-SMMHC FRET	14-3-3 Bad PPI	Thrombin inh	Wee1 stabilizer	hK5 inh	Runt-CBFb FRET
COc1ccc(CCN2C(=O)CC(NCc3ccc4c(c3)OCO4)C2=O)cc1OC (stereo not given)	0.0	5.3	11.4	0.7	-1.5	5.0	-0.5	1.7	-1.0
C=C(C)COc1ccc2c3c(c(=O)oc2c1OCC(=C)C)CCC3	0.9	0.2	8.2	-3.9	-12.9	-4.8	4.0	-9.3	-3.3
CCOC(=O)c1ccc(CSc2nncn2N)o1	0.6	2.3	11.9	1.6	11.6	2.4	0.3	-15.2	1.6
COc1cccc(CNc2ccc(F)c(Cl)c2)c1	2.0	0.2	6.1	-0.1	78.3*	0.8	-0.7	-3.6	-1.6
CCOc1ccccc1CN1CCN(C/C=C/c2ccc(OC)cc2)CC1CCO (stereo not given)	-16.0	11.7	29.1	-1.5	0.3	0.7	0.0	37.1	-0.1
CN(CC(=O)OCC(=O)Nc1ccccc1)S(=O)(=O)c1ccc(Cl)cc1	-1.9	0.8	13.3	0.9	-10.5[fluorescence artefact?]	3.6	0.8	-6.6	3.2
N=C1C(=O)OCC1c1ccccc1NC(=O)CN1CCCCC1 (stereo not given)	3.9	-5.8	2.4	-8.3	-2.6	-5.9	3.8	-9.0	-4.8
O=C(NC(=S)N1CCN(c2ccccn2)CC1)c1ccco1	14.8	0.6	8.8	0.3	-10.7	-3.6	0.2	2.2	0.8
O=C(Oc1ccc([N+](=O)[O-])cc1)c1cncc(Br)c1	0.6	8.0	16.3	1.4	-16.5[fluorescence artefact?]	7.7	-2.0	4.4	-0.8
O=C(NC1CCCCC1)N1CCC(c2nc3ccc(Cl)cc3[nH]2)CC1	7.0	-14.2	-2.0	-8.5	-0.4	-12.5	-0.5	-5.1	-0.9
Cn1c(-c2ccccc2)c(C=O)c2ccccc21	20.2	0.0	11.3	-2.6	-0.2	-9.0	-2.3	6.3	-1.0
CCOC(=O)C1CCCN(C(=S)Nc2ccc(OC)cc2)C1 (stereo not given)	25.5	-2.2	4.2	-2.2	-6.2	6.4	-3.5	-4.5	1.1
CCc1ccc(C2C(C(C)=O)=C(C(=O)OC)Nc3nnnn32)cc1 (stereo not given)	1.7	0.0	4.9	-5.0	8.1	-0.9	-2.1	5.0	-0.6
S=C(NCCCN1CCOCC1)Nc1ccc(-c2nc3ccccc3[nH]2)cc1	-8.5	-1.2	x	21.2	-3.0	-3.1	0.2	1.4	26.6
Cc1ccc(-c2nnc(N3CCN(c4ccccn4)CC3)c3ccccc23)cc1	21.0	-1.9	7.8	2.1	0.1	-4.5	3.2	-0.6	-0.1
CCOc1ccc(-c2cc(C(=O)N3CCN(c4ccccn4)CC3)c3ccccc3n2)cc1	0.9	-13.6	11.8	-3.3	-0.2	-6.0	1.7	-5.6	-5.3
CN1CC(c2ccccc2)C2(SC(=S)N(Cc3ccco3)C2=O)C12C(=O)Nc1ccccc12 (stereo not given)	9.6	1.0	-2.1	-1.7	8.0	4.1	-0.3	38.4	3.4
CCSc1nc2c(c(=O)[nH]c(=O)n2C)n1CC(O)COc1ccccc1 (stereo not given)	18.2	-9.2	8.9	2.3	5.6	-26.1	-1.1	-3.7	-0.2
Cc1ccc(/C([O-])=C(/C(=S)NCc2ccccc2)[n+]2cccc(CO)c2)cc1[N+](=O)[O-]	26.3	-3.9	5.2	-6.9	-13.9	2.4	-1.6	-8.6	2.7
C(=N\N1CCN(Cc2cccc3ccccc23)CC1)/c1cccs1	15.5	-1.0	7.6	-2.0	-8.8	-1.6	-0.2	-0.5	3.2
COc1ccccc1C(=O)N1CCNC(=O)C1CC(=O)Nc1cccc(C)c1 (stereo not given)	-18.2	2.0	14.8	2.6	5.9	2.4	-0.8	-0.2	1.9
NS(=O)(=O)c1ccc(NC(=S)N2CCN(c3cccc(Cl)c3)CC2)cc1	0.8	7.8	8.3	35.8	-5.1[fluorescence artefact?]	-1.7	1.0	-7.2	52.4*
COc1ccc(C2=NOC(C(=O)NCc3ccccn3)C2)cc1 (stereo not given)	-25.0	-6.2	1.9	0.7	-5.7	-0.2	-0.9	-7.0	-2.9
CCC(=O)Nc1sc2c(c1C(N)=O)CCC2	5.3	-3.4	7.6	2.1	0.1	-3.9	1.0	3.0	-0.9
CCN1CCN(CC2CC3C=CC2C3)CC1 (stereo not given)	2.8	3.1	10.3	1.1	32.4[fluorescence artefact?]	-1.4	-2.5	-8.7	-0.2
CC(C)Oc1ccc(CCC(=O)NNC(=S)Nc2ccccc2)cc1	0.8	-5.3	-4.1	2.6	-14.8	-6.1	-3.7	-20.4	1.2
Cc1ccc(SCC(=O)Nc2ccc3c(c2)OCCO3)cc1	-1.7	5.6	2.8	3.3	-4.5	-3.8	3.1	-7.3	-2.3
COc1ccc(O)c(C(=O)c2cnc3c(c2)c(=O)[nH]c(=O)n3C)c1	4.3	7.0	8.7	8.2	11.0[fluorescence artefact?]	-4.1	2.9	-12.2	4.5
CN(C)S(=O)(=O)c1cccc(NC(=O)CNCC2CCCCC2)c1	23.5	-3.3	6.1	2.3	4.5	-17.5	12.0*	-1.2	0.7
CS(=O)(=O)N1CCN(c2ccc(NC(=O)c3ccc(Br)o3)cc2)CC1	0.7	-8.5	-7.9	-2.1	-14.0	-0.3	6.0	-4.2	0.9
Nn1cnn(Cc2ccccc2)c1=S	-1.4	-5.8	9.4	-2.8	-1.4	-3.1	5.7	-25.5	8.8
COc1ccccc1OCCN1C(=O)S/C(=C\c2ccco2)C1=O	1.9	6.3	-3.4	-7.5	-4.4[fluorescence artefact?]	-2.1	1.6	1.3	0.2
COc1ccc(C(CCNCc2ccccc2F)c2ccc(F)cc2)cc1 (stereo not given)	4.4	3.2	14.7	4.4	-23.4[fluorescence artefact?]	-7.4	0.0	-17.1	-1.8
COC(=O)c1cc(OC)c(OC)cc1NC(=O)Nc1ccccc1OC	0.4	-7.6	-3.0	4.1	53.9	2.2	0.9	-18.4	-2.0
O=C(CSc1c2c(nc3cc(Cl)ccc13)CCCC2)NCc1ccco1	-13.7	0.4	-0.4	2.9	-12.9[fluorescence artefact?]	-4.2	-0.5	-10.2	3.4
COc1ccc(/C=N\NC(=O)c2nn(C)cc2Cl)cc1CN1CCOCC1	1.8	-3.4	4.9	-0.4	-26.4[fluorescence artefact?]	-5.6	1.1	-8.8	-2.0
Cc1cnnc2c1-c1no[n+]([O-])c1CC2	-9.7	4.4	6.2	3.0	-3.5	-3.4	1.1	-26.3	1.2
O=C(NCCN1CCN(c2ccccc2)CC1)c1ccc2c(c1)[nH]c(=S)n1c3ccccc3nc21	28.8	0.7	2.0	-11.7	19.2	-4.7	-0.6	-3.2	-2.9
CCNc1nc(SCc2ccccc2)nc(N2CCOCC2)n1	2.2	-2.2	3.2	-1.5	3.9	-0.6	1.8	-4.5	-0.7
COc1ccc(NS(=O)(=O)c2c(C)n(C)c(=O)n(C)c2=O)cc1OC	-1.2	1.5	7.3	2.2	-0.6	-8.7	1.3	-17.7	4.4
C/C=C/C(=O)OCC(=O)Nc1ccc(SC(F)F)cc1	2.9	-3.9	2.9	2.1	2.0	-6.0	-2.5	-1.5	1.7
CCn1nc(NC(=O)c2ccco2)c2cc3ccc(C)cc3nc21	11.6	13.7	12.5	23.6	3.2	-5.4	-0.1	-23.6	15.7
C/C=N/NC(=O)CCNC(=O)c1ccccc1	12.2	-3.2	2.2	-3.6	-5.0	-9.3	-1.8	-15.1	-1.2
CCC(C)NC(=O)C1CCCN(C(=O)NC2CCCCC2)C1 (stereo not given)	-1.0	-3.9	4.3	2.0	19.3	-3.5	0.6	-7.5	x
COc1ccc(C(=O)NC(C)c2nc3ccccc3n2C)cc1OC (stereo not given)	-5.1	-4.5	-1.0	-8.1	-9.5[fluorescence artefact?]	0.7	2.9	-19.6	0.7
c1ccc(-c2nnc(SCC3CCCCO3)nc2-c2ccccc2)cc1 (stereo not given)	13.4	-11.7	4.8	2.8	-10.0	-21.7	1.6	-5.3	9.8
CN(C)CCN1C(=O)C(=O)/C(=C(/O)c2ccc(OCc3ccccc3)cc2)C1c1ccncc1 (stereo not given)	1.5	-9.9	-11.1	-0.7	1.0	-8.1	-2.4	9.3	1.6
Cc1cc(Nc2cc(C(=O)O)ccc2C)n2ncnc2n1	14.9	-2.8	8.2	3.6	2.8	-6.7	-1.3	-1.2	1.7
O=C(/C=C/c1ccc(S(=O)(=O)N2CCOCC2)cc1)NCCCn1ccnc1	-13.0	-2.1	4.8	-1.4	-9.5	-1.7	-1.2	x	0.2
O=C1NC2(CCCCC2)C(=O)N1/N=C/c1ccc(O)cc1O	5.1	10.0	16.4	5.0	-10.5	-0.1	3.9	-19.8	4.1
N#Cc1ccc(NC(=O)c2sc3cc(C(F)(F)F)cnc3c2-c2cccs2)cc1	0.4	1.4	14.9	7.0	-22.8[fluorescence artefact?]	3.1	-0.1	-27.1	0.7
Cn1c(COc2ccccc2)nnc1SCC(=O)NNC(=O)C1CCCCC1	16.6	-5.2	3.2	-1.5	-7.9	0.7	-4.8	-7.6	0.6
COc1ccc(-n2c(Cc3cccn3C)nnc2SCC(=O)Nc2ccc(C)cc2)cc1	-4.1	-3.9	4.5	1.9	0.3	15.6	-2.6	-10.8	0.9
Cc1ccc(S(=O)(=O)N2CC3CCCN3c3ccc(C(F)(F)F)cc32)cc1 (stereo not given)	-1.5	-4.2	8.5	0.1	-0.4	0.0	1.3	-17.9	-0.9
CCOC(=O)c1c(C)[nH]c(N=Nc2cccc(C)c2)c1C	2.7	-0.9	15.3	-16.2	9.4	1.9	2.4	1.8	-4.1
O=C(COc1ccc2ccccc2c1)Nc1cccc(C(=O)Nc2ccccc2C(=O)O)c1	1.4	10.1	14.8	-6.7	-5.6[fluorescence artefact?]	5.3	4.9	1.8	-6.7
COc1ccc(NC(=S)N(Cc2ccc(Cl)cc2)Cc2ccc(C(=O)O)cc2)cc1Cl	27.7	2.2	9.2	-4.0	-20.7	-8.1	4.2	-1.8	0.8
Cc1ccc(O)c(C(=O)c2cnc3c(c2)COc2ccccc2-3)c1	4.2	3.4	3.5	-10.5	-13.4	0.8	0.5	-1.9	-1.1
CCCCc1nnc2c(N(C)S(=O)(=O)c3ccc(C)cc3)nc3ccccc3n12	6.5	-4.2	1.2	-0.5	-6.2	-10.7	-0.5	-1.5	-1.6
O=C(CN(c1ccc(F)cc1)S(=O)(=O)c1ccc2c(c1)OCCO2)Nc1ccccc1	-21.5	7.3	4.0	21.2	14.1	-5.0	0.0	-19.8	2.8
